# STAT1 act: increases IFN-gamma driven STAT1 reporter signal; AID 932; NIH 3T3 STAT1-luciferase reporter, luminescence; 100% = IFN-gamma alone, no compound; activation (% of control), % at 5.5 µM; 200,000 tested, 2.6% active;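 active means activation above the screen-wide mean activation plus 3 SD, cut at about 130% in these data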;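 further: raw ratio to IFN-gamma control signal so 100% means no change and 0% no light; values of inactives mirror those of a sister screen read the other way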
# FLuc inhib CS: counter-screen for luciferase assay inhibitors: firefly luciferase inhibition | P08659 | ATPLite firefly luciferase biochemical luminescence, 10 min | inhibition, % at 10 µM | 200,000 tested, 1.5% active;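 active means inhibition above about 50% when tested at 10 µM, limit read from the data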
# Target sequence (P08659 whole entry, looked up): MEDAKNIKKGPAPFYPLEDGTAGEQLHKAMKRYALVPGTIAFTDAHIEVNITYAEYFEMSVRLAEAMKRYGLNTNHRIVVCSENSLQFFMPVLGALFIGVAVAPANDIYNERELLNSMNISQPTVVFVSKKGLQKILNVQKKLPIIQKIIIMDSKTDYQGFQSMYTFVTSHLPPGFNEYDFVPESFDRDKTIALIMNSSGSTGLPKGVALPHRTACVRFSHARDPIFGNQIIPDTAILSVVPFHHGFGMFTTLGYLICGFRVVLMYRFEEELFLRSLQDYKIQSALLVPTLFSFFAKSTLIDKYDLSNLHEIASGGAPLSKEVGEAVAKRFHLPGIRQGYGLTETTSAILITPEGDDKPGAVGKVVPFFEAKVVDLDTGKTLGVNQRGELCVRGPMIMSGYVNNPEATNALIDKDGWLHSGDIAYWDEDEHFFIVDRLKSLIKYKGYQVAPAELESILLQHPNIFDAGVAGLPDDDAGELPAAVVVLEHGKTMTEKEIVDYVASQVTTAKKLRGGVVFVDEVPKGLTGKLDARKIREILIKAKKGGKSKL
# FLuc stim CS: firefly luciferase counter-screen for stimulation assays; P08659; ATPlite luciferase biochemical, luminescence, 10 min; 0 = ATP-free wells, 1 = DMSO control; activation factor at 10 µM; 200,000 tested, under 10 active;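 active means luciferase activation factor, scaled between plate controls, of at least 2 with compound at 10 µM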
#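 Assay system – cell-free luciferase reagent · Medium – PBS-based ATP solution · Dosing – test compounds dosed from 2 mM stocks in 100% DMSO · Timing – 10 min, room temperature · Technique – light output (luminescence) · Measure – luminescence gain marking luciferase activators · Controls – No-ATP low control, compound-free enzyme-plus-ATP high control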
# HMGR II inh: blocks class II HMG-CoA reductase of Enterococcus faecalis. AID 1066. purified E. faecalis HMGR, NADPH absorbance 340 nm kinetic. 190,000 tested, 0.41% active. inhibition, % at 10 µM;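 active means inhibition above a set limit, the median over all tested compounds plus 3 SD, cut at about 9.5% in these data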;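 further: enzyme runs in reverse so mevalonate oxidation gives rising NADPH absorbance; 0% = complete reaction with DMSO and 100% = background rate lacking mevalonate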
# Hsp70 activator: switches on Hsp70 transcription; HeLa Hsp70 promoter luciferase reporter, luminescence; scaled: vehicle 0, proteasome-inhibitor control 100%; activation, % at 10 µM; 200,000 tested, 0.04% active; AID 1203;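 active means activation above the mean across all tested compounds plus 3 SD, cutoff set per campaign, cut at about 5.5% in these data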;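 further: 100% = MG132 at 30 µM as the positive control and 0% = DMSO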
# Redox H2O2 prof: compounds producing H2O2 with reducing agent – biochemical, NIH compound library profiling, artefact control for MLSCN library redox annotation, primary screen; activation, % at 10 µM; 200,000 tested, 0.03% active; DTT-dependent redox cycling H2O2, phenol red/HRP absorbance; 100% = 100 µM peroxide control, 0% = buffer;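 active means activation of at least 50% relative to the plate's high and low controls in the primary single-dose screen; inactive means activation below 50%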;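 further: compound incubated with DTT at 0.8 mM final as the reducing agent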
# APP 5UTR inh: APP translation inhibition; SH-SY5Y APP 5'UTR-luciferase reporter, luminescence; inhibition, % at 2 µM; 190,000 tested, 0.82% active; AID 1285;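 active means inhibition above a set limit, derived from the sample mean plus 3 SD, cut at about 45% in these data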; further: values of inactives mirror those of a sister screen read the other way
# NF-kB neuron act: raises NF-kB expression in human neuronal cells; 190,000 tested, 1.6% active; fold change at 12.5 µM; NF-kB reporter expression; active compounds read high; AID 1239; in the data active means fold change above about 3.3
# G6PDH CS: counter-screen for G6PDH assay hits: L. mesenteroides G6PDH inhibition; Purified L. mesenteroides G6PDH, diaphorase/resazurin coupled fluorescence, 45 min; AID 1020; 200,000 tested, 0.12% active; inhibition, % at 5 µM; in the data active means inhibition above about 50%
# APP 5'UTR act: activates APP 5'UTR luciferase reporter. activation, % at 2 µM. AID 1276. 190,000 tested, 1% active. SH-SY5Y APP 5'UTR luciferase reporter, luminescence; zero percent = DMSO vehicle wells;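 active means activation above a set limit, based on mean plus 3 SD of controls, cut at about 140% in these data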; further: values of inactives mirror those of a sister screen read the other way
# The depositor's hits bear a star; / = no result given.
No.	SMILES	STAT1 act	FLuc inhib CS	FLuc stim CS	HMGR II inh	Hsp70 activator	Redox H2O2 prof	APP 5UTR inh	NF-kB neuron act	G6PDH CS	APP 5'UTR act
1	Cc1ccc(S(=O)(=O)N2C=CC(C(F)(F)F)=NCC2)cc1	102	-4	1	2	-0.2	0.2	-21	1.1	5	21
2	O=C(Nc1ccccc1)c1nnn(Cc2ccccc2)c1NC(=O)C(F)(F)F	118	2	1	0	0.1	2.8	-26	1.6	19	26
3	S=C(NCc1ccco1)N1CCN(Cc2ccco2)CC1	94	-5	1	-3	-0.2	-5.5	-4	1.3	1	5
4	CN1CCN(CC(=O)Nc2cc(N3CCOCC3)ccc2[N+](=O)[O-])CC1	99	-5	1	1	-0.4	-0.4	-3	1.3	4	3
5	CCCOc1ccc(C2=NNC(=O)CC2)cc1	102	9	0.9	-3	-0.4	0.0	5	0.98	7	-5
6	CCOC(=O)c1cccc(NC(=O)COC)c1	106	-5	1	-3	-0.4	0.1	-2	1	-1	2
7	CCOC(=O)N1CCN(C(=O)C2CC(c3ccccc3OC)=NO2)CC1 (stereo unspecified)	99	-2	1	-7	-0.1	-0.8	-14	1.2	3	14
8	O=C(CNC(=O)C(c1ccccc1)c1ccccc1)OCc1ccccc1	94	-2	1	-4	-0.2	-0.1	21	0.78	11	-21
9	CCSc1nnc(NC(=O)NC2CCCCC2)s1	115	3	1	6	-0.1	-0.5	-17	2.1	7	17
10	COC(=O)[C@@H](NC(=O)Nc1ccc(C(C)=O)cc1)C(C)C	95	-2	1	2	0.8	1.9	-7	1.1	4	7
11	O=C(Nc1ccccc1)Nc1nnc(SCc2ccc(Cl)cc2)s1	105	-6	1.1	1	-0.2	0.7	3	0.95	6	-3
12	CCN(c1ccccc1)S(=O)(=O)c1ccc(F)cc1C	97	0	1	-4	-0.3	2.4	-1	1.2	-6	1
13	O=C(CSc1nc2cccnc2n1Cc1ccccc1)N1CCCC1	95	-5	1	-2	0.0	0.1	-4	0.93	4	4
14	C/C(=N\OC(=O)c1ccccc1F)c1nccs1	94	85*	0.2	1	-0.1	0.7	18	1.1	-1	-18
15	COCCn1nnnc1C(c1ccccn1)N1CCN(c2cc(C)ccc2C)CC1 (stereo unspecified)	98	-5	1.1	0	0.0	2.4	6	0.92	3	-6
16	COc1ccc(Oc2coc3c(CN4CCOCC4)c(O)ccc3c2=O)cc1	89	-1	1	-12	-0.2	0.1	/	0.94	5	/
17	Cc1ccc(C(=O)COc2ccccc2C(=O)Nc2ccccc2)cc1	92	-7	1.1	-7	-0.3	-3.0	-4	1.1	5	4
18	CCC(C)c1ccc(NC(=O)C/C(C)=N/NC(=O)c2cnccn2)cc1 (stereo unspecified)	126	-1	1	3	0.1	0.0	-15	1	-6	15
19	CS(=O)(=O)Nc1ccccc1C(=O)Nc1ccccc1Cl	103	-5	1.1	-4	0.2	1.0	-36	1.1	6	36
20	Cc1cc(OCC(=O)NCC(C)C)cc(C)c1Br	102	-1	1	2	-0.3	0.1	-6	1.1	0	5

# A second format for 3 compounds above.
# The line under a structure holds: STAT1 act	FLuc inhib CS	FLuc stim CS	HMGR II inh	Hsp70 activator	Redox H2O2 prof	APP 5UTR inh	NF-kB neuron act	G6PDH CS	APP 5'UTR act
(14) C/C(=N\OC(=O)c1ccccc1F)c1nccs1
    94	85*	0.2	1	-0.1	0.7	18	1.1	-1	-18
(15) COCCn1nnnc1C(c1ccccn1)N1CCN(c2cc(C)ccc2C)CC1 (stereo unspecified)
    98	-5	1.1	0	0.0	2.4	6	0.92	3	-6
(16) COc1ccc(Oc2coc3c(CN4CCOCC4)c(O)ccc3c2=O)cc1
    89	-1	1	-12	-0.2	0.1	/	0.94	5	/

# Carrying on:
No.	SMILES	STAT1 act	FLuc inhib CS	FLuc stim CS	HMGR II inh	Hsp70 activator	Redox H2O2 prof	APP 5UTR inh	NF-kB neuron act	G6PDH CS	APP 5'UTR act
21	Cc1ccc(NC(=O)C2CC(=O)N/C(=N/N=C/c3ccco3)S2)cc1 (stereo unspecified)	105	-9	1.1	0	-0.1	0.2	0	0.9	-12	0
22	CC(NC(=S)Nc1c(Cl)cccc1OC(F)F)C(C)(C)C (stereo unspecified)	97	-7	1.1	-4	-0.1	0.7	-2	0.95	-10	2
23	Cc1cnc(NC(=O)c2nn(C)cc2[N+](=O)[O-])s1	83	1	1	1	-0.2	0.0	34	0.52	12	-34
24	Cc1ccc(N2CN(Cc3ccco3)CNC2=S)cc1	100	-6	1.1	0	-0.2	-0.2	7	1.1	9	-7
25	Cc1cccc(-c2nnc(SCc3cc(=O)[nH]c4ccccc34)n2C)c1	105	-8	1.1	1	0.1	2.2	6	1	2	-6
26	CS(=O)(=O)N(CC(=O)NCCSC1CCCCC1)c1cccc(F)c1	95	-5	1	-1	-0.3	0.4	15	1.4	3	-15
27	O=C(CN1C(=O)NC2(CCCC2)C1=O)Nc1cccc(-c2nnc3n2CCCCC3)c1	99	-1	1	-4	-0.2	-0.2	6	1.5	0	-6
28	Cc1ccc(Cn2ccc(NC(=O)c3cc(-c4ccc5c(c4)OCO5)on3)n2)cc1	98	-1	1	-2	-0.2	0.2	-11	1.1	6	11
29	OCCC1CN(Cc2cnc(-c3cccc4ccccc34)nc2)CCN1C1CCCCC1 (stereo unspecified)	95	-2	1	-1	-0.2	0.9	11	0.53	22	-11
30	Cc1c(NC(=O)CN2CCN(c3ccccc3)CC2)c(=O)n(-c2ccccc2)n1C	107	-10	1.1	1	-0.5	-3.3	-22	1	14	23
31	Cc1ccccc1NS(=O)(=O)c1ccc2[nH]cc(C(=O)NCCCN3CCOCC3)c(=O)c2c1	101	-10	1.1	4	-0.4	-12	/	0.86	-5	/
32	COCCCNC(=O)c1c[nH]c2ccc(S(=O)(=O)N3CCc4ccccc43)cc2c1=O	77	-8	1.1	5	0.8	1.3	-2	1.2	1	2
33	Cc1c(Cl)cnc(NC(=O)COC(=O)c2ccc3ncsc3c2)c1Cl	87	-5	1	-1	-0.3	-0.3	6	1.1	-3	-6
34	O=C(Nc1ccc(F)cc1)NC1(C(=O)NCc2cccs2)CCCCC1	100	0	1	/	0.0	-4.0	8	1	4	-8
35	Clc1ccc2c(N/N=C/c3ccccc3Br)ccnc2c1	100	-2	1	-2	-0.2	/	5	1.1	-1	-5
36	CC(=O)c1nn(-c2cccc(Br)c2)cc1C(=O)c1ccc(Br)cc1	101	-6	1.1	5	0.1	2.5	3	1.1	-1	-3
37	COc1ccc(C(=O)C2CCCN(Cc3ccc4nonc4c3)C2)cc1OC (stereo unspecified)	92	-4	1	5	-0.3	-1.5	25	0.97	16	-25
38	Cc1ccc(Cl)cc1N1CCN(C(=O)C2CCN(S(=O)(=O)c3cnc[nH]3)CC2)CC1	100	-2	1	0	0.0	-3.8	9	0.81	5	-9
39	COc1ccc(C(=O)Nc2ccc(S(=O)(=O)Nc3nccc(C)n3)cc2)cc1OC	100	-2	1	-5	-0.5	0.1	-8	1.2	4	8
40	CC(=O)Nc1ccc(C(=O)OCC(=O)Nc2ccc([N+](=O)[O-])cc2C(F)(F)F)cc1	97	-7	1.1	-1	0.0	0.2	-11	0.98	15	11
41	CC(C)(O)C#Cc1ccc(CN2CCN(C3CCCCC3)C(CCO)C2)cc1 (stereo unspecified)	107	-5	1.1	2	0.3	0.9	-16	1.1	13	17
42	O=C(CCSc1ccccn1)Nc1ccc(Br)cc1	140*	2	1	-2	-0.1	-0.8	-65	3.4*	-3	65
43	CN1C(=O)c2ccc(NC(=O)c3ccc(N4CCCCC4)c([N+](=O)[O-])c3)cc2C1=O	97	3	1	-2	0.0	0.7	12	1	-31	-12
44	Cn1c2ccccc2c2c(C(=O)N3CCN(c4ccccn4)CC3)cn(C3CCCC3)c(=O)c21	105	-6	1.1	-3	-0.3	0.4	22	0.4	4	-22
45	O=C(C/C=N/OCc1c(Cl)cccc1Cl)c1ccccc1	101	-1	1	-8	-0.4	0.5	-10	1.1	-1	10
46	COc1ccccc1CNC(=O)c1c(-c2ccccc2)nn(-c2ccccc2)c1C	98	-6	1.1	-2	1.2	0.0	5	0.9	3	-5
47	Cc1cc(C)c(S(=O)(=O)c2ccccc2C)c(Oc2ccccc2)n1	87	-9	1.1	-2	-0.1	0.8	-1	0.89	8	1
48	CCc1cccc(C)c1NC(=O)C1CN(S(=O)(=O)c2ccccc2)CCN1S(=O)(=O)c1ccccc1 (stereo unspecified)	102	-6	1.1	2	-0.3	0.7	-10	0.76	-10	10
49	CN1CCN(CCCNC(=O)c2ccc(/C=C3\Sc4ccccc4N(Cc4ccccc4F)C3=O)cc2)CC1	91	-6	1.1	-3	-0.3	-0.5	-1	0.71	4	1
50	CSc1nnc(C)c(=O)n1COC(=O)/C=C/c1ccc2c(c1)OCO2	89	-1	1	-4	0.2	1.1	4	0.89	2	-4
51	Cn1c(=O)c2c(nc(Br)n2CC(=O)c2cccs2)n(C)c1=O	101	-5	1.1	1	-0.5	0.0	9	1.5	4	-9
52	COc1ccc2cc(C3CC(c4cccs4)=NN3S(C)(=O)=O)c(Cl)nc2c1 (stereo unspecified)	107	-6	1.1	-2	-0.2	-0.1	14	1	4	-14
53	CCOc1c(C)cc2[nH]c(CCC(=O)O)nc2c1C	104	-4	1	0	0.2	-2.4	-7	0.81	2	7
54	O=C(NC(=S)NCCCN1CCOCC1)c1cccc2ccccc12	101	1	1	-6	-0.4	-0.2	-15	1.2	4	15
55	CN(C)c1ccc(C(=O)NN2C(=O)c3ccccc3C2=O)cc1	106	5	0.9	-2	-0.3	-0.6	-9	1.3	5	9
56	CCC(=O)c1ccc(N2CCC(C)CC2)c(F)c1	120	-2	1	0	-0.4	-0.5	-30	1.9	11	30
57	CCOC(=O)C1=C(C)C(c2cccc(Oc3ccccc3)c2)NC(=S)N1 (stereo unspecified)	89	-3	1	0	-0.3	-0.2	8	1	12	-8
58	COc1cc(S(=O)(=O)NCCOC23CC4CC(CC(C4)C2)C3)c(OC)cc1Cl	95	-3	1	0	-0.4	0.3	-2	0.83	19	2
59	COc1ccc(NC(=O)N(C2CCCCC2)C(C)c2cccnc2)c(OC)c1 (stereo unspecified)	99	-4	1	-7	0.0	2.7	/	0.89	4	/
60	COc1ccc(OC)c(CC(NC(C)=O)C(=O)NC2CCN(c3cc(C)nc4ncnn34)CC2)c1 (stereo unspecified)	93	-5	1.1	9.7*	0.3	2.6	11	1.1	8	-11
61	Cc1nc2cc(NC(=O)NCCC3=CCCCC3)ccc2o1	132*	4	1	1	0.4	-3.5	-70	1.9	-6	70
62	CCCCN(CCCC)C1=Nc2ccccc2N/C1=C(/C#N)C(=O)OCC	94	-5	1.1	-3	-0.1	0.3	7	0.57	6	-7
63	NC(=O)c1ncc(C(F)(F)F)cc1Cl	103	-2	1	-8	-0.1	-0.3	8	1.2	4	-8
64	CC1=CC(=C2C(=O)c3ccccc3C2=O)C=C(C)N1Cc1ccco1	165*	38	0.6	4	0.0	-3.1	-128	4.6*	6	128
65	COc1cccc(NC(=O)NCc2ccc(F)cc2)c1	107	2	1	-7	0.3	-1.6	-1	1.4	0	1
66	Cc1noc2ncnc(Sc3ccc(Br)cc3)c12	112	-4	1	3	-0.1	-0.4	-17	1.9	1	17
67	Cc1nnc(SCC(=O)N2CCC(C(N)=O)CC2)s1	102	-6	1.1	-3	2.7	0.8	-8	0.91	2	8

# High-throughput results as filed in PubChem.

# Rows were taken by chance; any-hit rate near 5.3%.
